HDAC3 inhib: blocks human histone deacetylase 3 | O15379 | inhibition, % at 8.3 µM | recombinant HDAC3, fluorogenic peptide/trypsin coupled, fluorescence | 320,000 tested, 0.15% active; in the data active = inhibition above about 26%, passing the limit was not always enough
Target sequence (O15379 whole entry, looked up): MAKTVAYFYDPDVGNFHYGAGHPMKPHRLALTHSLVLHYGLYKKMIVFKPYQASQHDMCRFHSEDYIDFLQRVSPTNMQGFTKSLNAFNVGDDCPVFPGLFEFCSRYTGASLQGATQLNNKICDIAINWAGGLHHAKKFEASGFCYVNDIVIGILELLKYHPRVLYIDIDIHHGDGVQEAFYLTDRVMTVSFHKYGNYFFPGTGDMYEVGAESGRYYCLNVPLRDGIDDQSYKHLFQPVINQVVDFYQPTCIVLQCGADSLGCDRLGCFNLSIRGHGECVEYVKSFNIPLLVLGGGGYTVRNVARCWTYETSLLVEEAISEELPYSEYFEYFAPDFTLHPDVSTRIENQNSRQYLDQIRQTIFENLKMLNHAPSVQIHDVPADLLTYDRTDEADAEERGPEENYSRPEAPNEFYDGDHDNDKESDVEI
RGS4 block: human RGS4 inhibition; HEK293 M3R/RGS4 inducible, Fluo-4 calcium flux; active compounds read high; triggered by carbachol at its EC20; P49798; 310,000 tested, 0.45% active; AID 463165; B-score at 10 µM;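 active = B-score, a plate-corrected calcium signal, over three deviations above library mean, with baseline fluorescence within five deviations of library mean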;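 note: RGS4 expression induced by doxycycline in cells with stable M3 receptor; B-score is computed from the integrated fluorescence ratio over baseline after carbachol; higher B-score means a larger calcium signal and so more RGS4 inhibition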
SKKanGAS inh: blocks kanamycin growth of S. pyogenes SKKanGAS strain; BacTiter-Glo, 6 h; inhibition, % at 7.5 µM; 300,000 tested, 1.3% active; AID 1662;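 active = mean replicate score, as percent of positive control median, at least 50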;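 note: strain carries kanamycin resistance gene driven by streptokinase promoter and grows in 40 µg/ml kanamycin; loss of luminescence reflects streptokinase promoter inhibition or plain growth inhibition; 0% = median of DMSO wells and 100% = positive control at its reference dose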
TMEM16A inh: inhibitors of mouse TMEM16A calcium-activated chloride channel; 310,000 tested, 1.2% active; AID 588511; Q8BHY3; HEK293 TMEM16A/YFP iodide influx fluorescence, ionomycin; normalized B-score (activity score, 25-100; higher = stronger inhibition) at 10 µM;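 active = ratio plate-corrected score three or more library SD toward inhibition, starting fluorescence score within five deviations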;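 note: score derived from kinetic fluorescence span divided by baseline fluorescence per well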
KCNK3 inh: human KCNK3 channel inhibition, primary screen. B-score at 10 µM. 340,000 tested, 0.84% active. CHO-KCNK3 thallium flux, FluxOR fluorescence; active compounds read low. O14649;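 active = B-score under library mean minus 4 SD, starting fluorescence ratio at most library mean plus 5 SD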;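 note: more negative B-score means stronger inhibition of thallium flux through KCNK3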
KCNQ1 inh: inhibitors of human KCNQ1 potassium channel; B-score at 10 µM; CHO-K1 KCNQ1, FluxOR thallium flux fluorescence; active compounds read high; 310,000 tested, 1.3% active; P51787;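 active = compounds whose thallium flux B-score, printed positive for inhibition, exceeds three library SD while starting fluorescence stays within three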;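 note: channel opened by potassium depolarization with thallium stimulus after 20 min compound exposure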
Target sequence (P51787 whole entry, looked up): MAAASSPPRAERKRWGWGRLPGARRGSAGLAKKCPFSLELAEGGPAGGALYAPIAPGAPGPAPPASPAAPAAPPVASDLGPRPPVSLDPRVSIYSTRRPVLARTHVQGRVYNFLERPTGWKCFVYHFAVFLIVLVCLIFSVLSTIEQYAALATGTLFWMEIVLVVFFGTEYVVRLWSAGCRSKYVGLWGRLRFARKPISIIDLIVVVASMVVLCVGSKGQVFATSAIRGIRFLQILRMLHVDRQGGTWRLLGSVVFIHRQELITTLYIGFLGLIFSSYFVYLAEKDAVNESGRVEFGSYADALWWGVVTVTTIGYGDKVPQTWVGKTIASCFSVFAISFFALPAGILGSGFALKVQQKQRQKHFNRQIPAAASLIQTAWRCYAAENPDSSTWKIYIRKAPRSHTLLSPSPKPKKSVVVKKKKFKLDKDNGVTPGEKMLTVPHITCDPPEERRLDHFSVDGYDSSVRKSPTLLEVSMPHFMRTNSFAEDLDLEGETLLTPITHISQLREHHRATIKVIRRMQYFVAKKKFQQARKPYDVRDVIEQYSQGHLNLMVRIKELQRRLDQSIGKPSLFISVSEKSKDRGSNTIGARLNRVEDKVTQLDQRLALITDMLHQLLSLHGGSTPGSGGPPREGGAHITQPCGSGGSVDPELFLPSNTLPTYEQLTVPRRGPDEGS
hERG rescue: hERG (human) protection from proarrhythmic block; 310,000 tested, 0.51% active; AID 1511; CHO-hERG, FluxOR thallium flux, dofetilide IC70 present; Q12809; activation (rescue from dofetilide block), less the hit threshold, % at 10 µM;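 active = activation above the mean of controls blocked by dofetilide plus 5 SD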;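 note: thallium influx through hERG after potassium depolarization seen as dye fluorescence rise; in these data hits start at about 4.7%; inactives centre near -7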
RGS4 pot: potentiators or activators of RGS4; HEK293 M3R/inducible RGS4, carbachol calcium flux Fluo4; active compounds read low; B-score at 10 µM; 310,000 tested, 0.92% active; AID 463111;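 active = B-score of the integrated calcium signal more than 4 SD below the library mean, with starting fluorescence not abnormally high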;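 note: negative B-score means reduced calcium response which marks RGS4 activation or potentiation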
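Also added: carbachol at ECmax as muscarinic agonist stimulus; Assay system: HEK293 cells with stable M3R and inducible RGS4; Timing: overnight RGS4 induction, 30 min dye load 37 °C, 20 min compound RT; Measured by: Fluo4-AM (2 µM) calcium-flux fluorescence, kinetic read.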
KCNQ1 act: human KCNQ1 channel potentiation or activation. P51787. CHO-K1 KCNQ1, thallium flux FluxOR fluorescence; active compounds read high. B-score at 10 µM. 310,000 tested, 0.35% active;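 active = fluorescence ratio B-score, a plate-corrected score, at least three library SD, with initial intensity B-score within 5 SD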
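Doses: Single concentration per compound, DMSO matched to controls | Test system: KCNQ1-transfected CHO-K1 cells | Timing: 90 min dye loading and 20 min compound exposure, both at room temperature | Measured by: Kinetic FluxOR thallium fluorescence, 10-s 1-Hz baseline, 110-s post-stimulus read | Medium: Assay buffer with matched DMSO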
ANO1 activ: mouse TMEM16A channel activation, primary screen | Q8BHY3 | HEK293 TMEM16A/YFP-H148Q/I152L, iodide quench fluorescence; active compounds read low | B-score at 10 µM | 340,000 tested, 0.3% active | AID 623877;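 active = fluorescence-ratio B-score plate-corrected deviation score at least 3 library SD below zero, with starting fluorescence score within 5 deviations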;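 note: channel opened by trigger with iodide after compound preincubation; score built on the fluorescence ratio of max minus min over baseline; more negative score means more quench and so TMEM16A activation or potentiation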
KCNK9 block: human KCNK9 channel inhibition; Q9NPC2; HEK293 KCNK9, FluxOR thallium flux fluorescence; active compounds read low; B-score at 10 µM; 310,000 tested, 1.2% active; AID 488922;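 active = ratio B-score over 3 SD below the library mean, with starting fluorescence within 5 SD of its mean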;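 note: negative B-score means less thallium flux so channel inhibition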
* = called active by the depositor.

Start of the listing, in advance (2 entries):
What do the screens show for `COc1ccc2[nH]c3c(c2c1)CCC/C3=N\N`?
HDAC3 inhib: 1; RGS4 block: inactive; SKKanGAS inh: 4; TMEM16A inh: inactive; KCNK3 inh: inactive; KCNQ1 inh: inactive; hERG rescue: -9; RGS4 pot: inactive; KCNQ1 act: inactive; ANO1 activ: inactive; KCNK9 block: inactive

How did COc1ccc(/C=C/C(=O)NNc2cc(=O)n(C)c(=O)n2C)cc1OC do in these assays?
HDAC3 inhib: -3; RGS4 block: inactive; SKKanGAS inh: -1; TMEM16A inh: inactive; KCNK3 inh: inactive; KCNQ1 inh: inactive; hERG rescue: -7; RGS4 pot: inactive; KCNQ1 act: inactive; ANO1 activ: inactive; KCNK9 block: inactive

The list itself, repeating the preview:
What do the screens show for `COc1ccc2[nH]c3c(c2c1)CCC/C3=N\N`?
HDAC3 inhib: 1; RGS4 block: inactive; SKKanGAS inh: 4; TMEM16A inh: inactive; KCNK3 inh: inactive; KCNQ1 inh: inactive; hERG rescue: -9; RGS4 pot: inactive; KCNQ1 act: inactive; ANO1 activ: inactive; KCNK9 block: inactive

How did COc1ccc(/C=C/C(=O)NNc2cc(=O)n(C)c(=O)n2C)cc1OC do in these assays?
HDAC3 inhib: -3; RGS4 block: inactive; SKKanGAS inh: -1; TMEM16A inh: inactive; KCNK3 inh: inactive; KCNQ1 inh: inactive; hERG rescue: -7; RGS4 pot: inactive; KCNQ1 act: inactive; ANO1 activ: inactive; KCNK9 block: inactive

How did COc1ccc(C(=O)c2sc(Nc3ccccc3)c(C(=O)Nc3ccc(OC)c(OC)c3)c2N)cc1 do in these assays?
HDAC3 inhib: 17; RGS4 block: inactive; SKKanGAS inh: 17; TMEM16A inh: inactive; KCNK3 inh: inactive; KCNQ1 inh: 7*; hERG rescue: -16; RGS4 pot: inactive; KCNQ1 act: inactive; ANO1 activ: inactive; KCNK9 block: inactive

What do the screens show for `Cc1cc(NC(=O)CCC(=O)N(c2ccccc2)C(C(=O)NC2CCCCC2)c2cccs2)no1` (configuration not stated)?
HDAC3 inhib: -7; RGS4 block: inactive; SKKanGAS inh: -8; TMEM16A inh: inactive; KCNK3 inh: inactive; KCNQ1 inh: inactive; hERG rescue: -5; RGS4 pot: inactive; KCNQ1 act: inactive; ANO1 activ: inactive; KCNK9 block: inactive

What do the screens show for `COc1cc(OC)c(C(=O)O/N=C(\N)c2cccc(C)c2)cc1OC`?
HDAC3 inhib: 7; RGS4 block: inactive; SKKanGAS inh: -6; TMEM16A inh: inactive; KCNK3 inh: inactive; KCNQ1 inh: inactive; hERG rescue: -4; RGS4 pot: inactive; KCNQ1 act: inactive; ANO1 activ: inactive; KCNK9 block: inactive

What do the screens show for `COc1ccc(-n2ncc3c(NCCCn4ccnc4)ncnc32)cc1`?
HDAC3 inhib: -5; RGS4 block: inactive; SKKanGAS inh: -13; TMEM16A inh: inactive; KCNK3 inh: inactive; KCNQ1 inh: inactive; hERG rescue: -12; RGS4 pot: inactive; KCNQ1 act: inactive; ANO1 activ: inactive; KCNK9 block: inactive

What do the screens show for `O=C(COC(=O)c1ccccc1)Nc1ccccc1Br`?
RGS4 block: inactive; SKKanGAS inh: -2; TMEM16A inh: inactive; KCNK3 inh: inactive; KCNQ1 inh: inactive; hERG rescue: -8; RGS4 pot: inactive; KCNQ1 act: inactive; ANO1 activ: inactive; KCNK9 block: inactive

Results for CON/C=C(\C=Nc1ccc(Cl)cc1)c1ncc(C(F)(F)F)cc1Cl ?
HDAC3 inhib: 3; RGS4 block: inactive; SKKanGAS inh: -6; TMEM16A inh: inactive; KCNK3 inh: inactive; KCNQ1 inh: inactive; hERG rescue: -21; RGS4 pot: inactive; KCNQ1 act: inactive; ANO1 activ: inactive; KCNK9 block: inactive

How did COc1ccccc1C/C(N)=N/OC(=O)c1cccs1 do in these assays?
HDAC3 inhib: 0; RGS4 block: inactive; SKKanGAS inh: 4; TMEM16A inh: inactive; KCNK3 inh: inactive; KCNQ1 inh: inactive; hERG rescue: -14; RGS4 pot: inactive; KCNQ1 act: inactive; ANO1 activ: inactive; KCNK9 block: inactive

How did Cc1ccc(NC(=S)Nc2cccc3ccccc23)cc1F do in these assays?
HDAC3 inhib: -4; RGS4 block: inactive; SKKanGAS inh: 0; TMEM16A inh: inactive; KCNK3 inh: inactive; KCNQ1 inh: inactive; hERG rescue: -10; RGS4 pot: inactive; KCNQ1 act: inactive; ANO1 activ: inactive; KCNK9 block: inactive

Results for Cc1c(C(=O)OCC(=O)Nc2ccccc2OC(F)F)cccc1[N+](=O)[O-] ?
HDAC3 inhib: -4; RGS4 block: inactive; SKKanGAS inh: -1; TMEM16A inh: inactive; KCNK3 inh: inactive; KCNQ1 inh: inactive; hERG rescue: -4; RGS4 pot: inactive; KCNQ1 act: inactive; ANO1 activ: inactive; KCNK9 block: inactive

Results for c1ccc(CSc2ncnc3c2oc2ccccc23)cc1 ?
HDAC3 inhib: 1; RGS4 block: inactive; SKKanGAS inh: 52*; TMEM16A inh: inactive; KCNK3 inh: inactive; KCNQ1 inh: inactive; hERG rescue: -2; RGS4 pot: inactive; KCNQ1 act: inactive; ANO1 activ: inactive; KCNK9 block: inactive

What do the screens show for `CCOC(=O)c1ccccc1NC(=O)CSC(C)C(=O)Nc1cc(C)on1` (configuration not stated)?
HDAC3 inhib: -5; RGS4 block: inactive; SKKanGAS inh: -1; TMEM16A inh: inactive; KCNK3 inh: inactive; KCNQ1 inh: inactive; hERG rescue: -19; RGS4 pot: inactive; KCNQ1 act: inactive; ANO1 activ: inactive; KCNK9 block: inactive

What do the screens show for `O=C(O)c1cnc2ccccc2n1`?
HDAC3 inhib: -7; RGS4 block: inactive; SKKanGAS inh: 17; TMEM16A inh: inactive; KCNK3 inh: inactive; KCNQ1 inh: inactive; hERG rescue: -11; RGS4 pot: inactive; KCNQ1 act: inactive; ANO1 activ: inactive; KCNK9 block: inactive

Results for COc1cccc(NS(=O)(=O)NC(=O)c2cn(C)c3ccccc23)c1 ?
HDAC3 inhib: -4; RGS4 block: inactive; SKKanGAS inh: -5; TMEM16A inh: inactive; KCNK3 inh: inactive; KCNQ1 inh: inactive; hERG rescue: -5; RGS4 pot: inactive; KCNQ1 act: inactive; ANO1 activ: inactive; KCNK9 block: inactive

How did O=C(Nc1ccnn1C1CCN(C(=O)c2ccc(F)c(Cl)c2)CC1)C1CC1 do in these assays?
HDAC3 inhib: 0; RGS4 block: inactive; SKKanGAS inh: -4; TMEM16A inh: inactive; KCNK3 inh: inactive; KCNQ1 inh: inactive; hERG rescue: -6; RGS4 pot: inactive; KCNQ1 act: inactive; ANO1 activ: inactive; KCNK9 block: inactive

How did Cc1cc(C(=O)Nc2ccccc2)c(C)o1 do in these assays?
HDAC3 inhib: 1; RGS4 block: inactive; SKKanGAS inh: 6; TMEM16A inh: inactive; KCNK3 inh: inactive; KCNQ1 inh: inactive; hERG rescue: -6; RGS4 pot: inactive; KCNQ1 act: inactive; ANO1 activ: inactive; KCNK9 block: inactive

How did C#CC[N+](C)(C)CCCCCCCC do in these assays?
RGS4 block: inactive; SKKanGAS inh: -6; TMEM16A inh: inactive; KCNK3 inh: inactive; KCNQ1 inh: inactive; hERG rescue: -8; RGS4 pot: inactive; KCNQ1 act: inactive; ANO1 activ: inactive; KCNK9 block: inactive

How did COc1ccc(NC(=O)CSc2nc3c([nH]c4ccccc43)c(=O)n2C)cc1 do in these assays?
HDAC3 inhib: -1; RGS4 block: inactive; SKKanGAS inh: -6; TMEM16A inh: inactive; KCNK3 inh: inactive; KCNQ1 inh: inactive; hERG rescue: -5; RGS4 pot: inactive; KCNQ1 act: inactive; ANO1 activ: inactive; KCNK9 block: inactive

What do the screens show for `Nc1nonc1C(=O)NCCNS(=O)(=O)c1ccc(F)cc1`?
HDAC3 inhib: -7; RGS4 block: inactive; SKKanGAS inh: -2; TMEM16A inh: inactive; KCNK3 inh: inactive; KCNQ1 inh: inactive; hERG rescue: -8; RGS4 pot: inactive; KCNQ1 act: inactive; ANO1 activ: inactive; KCNK9 block: inactive

What do the screens show for `Cc1sc(NC(=O)CSc2ncn(-c3ccccc3)n2)nc1-c1ccccc1`?
HDAC3 inhib: -3; RGS4 block: inactive; SKKanGAS inh: 32; TMEM16A inh: inactive; KCNK3 inh: inactive; KCNQ1 inh: 6*; hERG rescue: -2; RGS4 pot: inactive; KCNQ1 act: inactive; ANO1 activ: inactive; KCNK9 block: inactive

What do the screens show for `COc1ccc(C(=O)N2c3ccccc3CC2C)cc1OC` (configuration not stated)?
HDAC3 inhib: 1; RGS4 block: inactive; SKKanGAS inh: -1; TMEM16A inh: inactive; KCNK3 inh: inactive; KCNQ1 inh: inactive; hERG rescue: -10; RGS4 pot: inactive; KCNQ1 act: inactive; ANO1 activ: inactive; KCNK9 block: inactive

What do the screens show for `CN(C)S(=O)(=O)c1ccc(C(=O)NCC(C)(C)CN=C2NS(=O)(=O)c3ccccc32)cc1`?
HDAC3 inhib: 0; RGS4 block: inactive; SKKanGAS inh: -2; TMEM16A inh: inactive; KCNK3 inh: inactive; KCNQ1 inh: inactive; hERG rescue: -4; RGS4 pot: inactive; KCNQ1 act: inactive; ANO1 activ: inactive; KCNK9 block: inactive

Results for COc1ccc(N2CCN(C(CNS(=O)(=O)c3ccc4c(c3)OCCO4)c3ccco3)CC2)cc1 (configuration not stated) ?
HDAC3 inhib: 3; RGS4 block: inactive; SKKanGAS inh: -4; TMEM16A inh: inactive; KCNK3 inh: inactive; KCNQ1 inh: inactive; hERG rescue: 0; RGS4 pot: inactive; KCNQ1 act: inactive; ANO1 activ: inactive; KCNK9 block: inactive

How did COC(c1ccc(Cl)cc1)(c1ccc(Cl)cc1)C(Oc1nccc(C)n1)C(=O)O (configuration not stated) do in these assays?
HDAC3 inhib: -2; RGS4 block: inactive; SKKanGAS inh: -8; TMEM16A inh: inactive; KCNK3 inh: inactive; KCNQ1 inh: inactive; hERG rescue: -4; RGS4 pot: inactive; KCNQ1 act: inactive; ANO1 activ: inactive; KCNK9 block: inactive

What do the screens show for `CCOP(=O)(OCC)/C(=N/OC(=O)c1cccc([N+](=O)[O-])c1)C(N)=O`?
HDAC3 inhib: -1; RGS4 block: inactive; SKKanGAS inh: 0; TMEM16A inh: inactive; KCNK3 inh: inactive; KCNQ1 inh: inactive; hERG rescue: -1; RGS4 pot: inactive; KCNQ1 act: inactive; ANO1 activ: inactive; KCNK9 block: inactive

Assay outcomes from PubChem.
